# RTF Ca sens inh: cardiac RTF calcium desensitization | P19429+P45379 | IANBD-labeled cardiac RTF, Ca2+ fluorescence | inhibition, % at 7.15 µM | 340,000 tested, 0.12% active;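 active = inhibition above the mean inhibition of all tested compounds plus 3 SD, cut at about 17% in these data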;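 note: assay run at fixed EC70 calcium of 1.6 mM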
# CAL PDZ FP-1: inhibitors of human CAL PDZ peptide binding; inhibition, % at 20 µM; 330,000 tested, 0.02% active; purified CAL PDZ, TMR-peptide fluorescence polarization, 1 h; AID 504414;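 active = highest replicate inhibition of at least 40%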;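 note: plate controls were DMSO neutral control wells for no effect and unlabeled competitor peptide control wells for full effect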
#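 System: tagged CAL PDZ domain. Schedule: 1 h room-temperature incubation prior to read. Signal: fluorescence polarization (mP). Measure: percent inhibition from loss of millipolarization.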
# DAGLB inh: blocks human DAGLB lipase activity; HEK293T DAGLB membrane lysate, EnzChek fluorogenic substrate; inhibition, % at 5.17 µM; 340,000 tested, 0.059% active; AID 504411; in the data active = inhibition above about 34%;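 note: 0% = enzyme with vehicle and 100% = wells lacking enzyme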
# Target sequence (Q8NCG7 whole entry, looked up): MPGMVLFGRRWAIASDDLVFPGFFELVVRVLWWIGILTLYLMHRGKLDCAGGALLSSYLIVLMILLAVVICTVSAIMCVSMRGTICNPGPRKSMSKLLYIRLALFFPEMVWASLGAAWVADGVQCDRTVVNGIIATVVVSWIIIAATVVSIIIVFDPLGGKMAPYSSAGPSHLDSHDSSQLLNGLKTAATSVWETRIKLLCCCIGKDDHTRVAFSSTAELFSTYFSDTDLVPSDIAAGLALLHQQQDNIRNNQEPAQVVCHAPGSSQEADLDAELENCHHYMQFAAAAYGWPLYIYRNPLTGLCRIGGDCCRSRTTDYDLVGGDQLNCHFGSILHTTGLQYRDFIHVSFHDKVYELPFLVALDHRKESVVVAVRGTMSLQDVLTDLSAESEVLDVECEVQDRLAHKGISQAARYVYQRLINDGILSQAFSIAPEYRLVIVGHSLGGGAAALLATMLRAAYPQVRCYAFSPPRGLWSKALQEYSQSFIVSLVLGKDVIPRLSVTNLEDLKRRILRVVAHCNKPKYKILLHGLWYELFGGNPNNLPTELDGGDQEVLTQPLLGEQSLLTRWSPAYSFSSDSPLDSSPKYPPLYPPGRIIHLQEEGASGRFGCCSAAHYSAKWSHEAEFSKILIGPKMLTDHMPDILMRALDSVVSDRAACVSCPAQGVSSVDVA
# Arr AP2 block: human beta-arrestin and AP2 interaction inhibition; AID 504490; inhibition, % at 10 µM; FITC-arrestin peptide / GST-AP2 beads, flow cytometry; AP2 beta2 appendage carries R879A mutation; 340,000 tested, 0.31% active;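 active = inhibition above a set limit, near 3 SD of compounds lacking own fluorescence, cut at about 54% in these data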;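 note: plate controls were DMSO wells for no effect and 5 µM unlabelled arrestin peptide for full effect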
#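 system = GST-tagged AP2 beta2-adaptin appendage (R879A) on 4 µm glutathione beads | reagent = FITC-labelled arrestin peptide probe, 50 nM final | schedule = compound with beads 12 min RT, then probe 1 h RT | signal = HyperCyt-sampled flow cytometry, FL1 channel, ex 488/em 535 nm | read-out = percent response from loss of bead-bound FITC fluorescence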
# V-ATPase pH: alters yeast V-ATPase proton transport. response, % at 10 µM. 350,000 tested, 0.37% active. S. cerevisiae, pHLuorin cytosolic pH fluorescence; in the data active = response mostly above about 7.3%, no sharp cut-off; inactive = mostly below about 5.4%; note: actives read high; inactives centre near 0; some compounds called inactive have numbers as strong as hits; reference of the scale not given here
# C-LANA FP: KSHV C-LANA DNA binding inhibition | MBP-C-LANA/FAM-LBS DNA binding, fluorescence polarization | 340,000 tested, 0.078% active | AID 504423 | inhibition, % at 9 µM;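 active = highest replicate inhibition at or above 60% at 9 µM, even if other replicates fall short; inactive = all replicates below 60% inhibition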;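 note: 0% = neutral control wells and 100% = 4 µM acridine orange control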
# CAL PDZ FP-2: blocks peptide binding to the human CAL PDZ domain; Q9HD26; purified CAL PDZ, TMR-peptide fluorescence polarization, 1 h; inhibition, % at 24.9 µM; 300,000 tested, 0.92% active; AID 602252;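 active = mean inhibition of at least 30% with at least half of replicates also reaching 30%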;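 note: 0% = DMSO neutral control and 100% = excess unlabeled competitor peptide PRC23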
# NSD2 inh: NSD2 (human) methyltransferase inhibition | O96028 | NSD2 peptide methylation, AlphaScreen, 120 min | inhibition, % at 12.5 µM | 310,000 tested, 0.54% active | AID 743445; in the data active = inhibition above about 50%
# Keap1 Nrf2 FP: disrupts human Keap1 binding to Nrf2 peptide | Q14145 | Keap1 Kelch-Nrf2 peptide fluorescence polarization, 1536-well | inhibition, % at 9.4 µM | 340,000 tested, 0.15% active | AID 504523; in the data active = inhibition above about 12%;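 note: human Keap1 Kelch domain with fluorescein labeled Nrf2 9mer peptide probe; 0% = neutral control wells and 100% = peptide positive control; higher means more block of Keap1 binding to Nrf2 peptide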
# Pemphigus Ab inh: blocks pemphigus antibody binding to human desmoglein-3; P32926; DSG3-coupled beads, scFv-anti-DSG3-GFP binding, flow cytometry; active compounds read low; binding (percent of control), % at 10 µM; 310,000 tested, 0.48% active; AID 588358;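 active = binding more than 3 SD below its plate's average and above zero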;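 note: hits lower antibody fragment binding to DSG3; some compounds called inactive have numbers as strong as hits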
# Numbers without * were called inactive; x = no result given.
SMILES,RTF Ca sens inh,CAL PDZ FP-1,DAGLB inh,Arr AP2 block,V-ATPase pH,C-LANA FP,CAL PDZ FP-2,NSD2 inh,Keap1 Nrf2 FP,Pemphigus Ab inh
O=C(c1ccc(S(=O)(=O)N2CCCCCC2)cc1)N(c1ccccn1)C1CCCCC1,-2,-1.0,-3,24,0,-2.1,-1,-1,4,99
O=C(Nc1cccc(S(=O)(=O)N2CCOCC2)c1)c1cc2ccccc2o1,-5,-1.9,-2,-2,0,0.6,-11,-1,1,95
CCCCN(C(=O)CSc1c(C)c(C)cc(C)c1C)c1c(N)n(CCC)c(=O)[nH]c1=O,-4,-0.6,1,7,0,0.7,-1,0,4,88
Cc1nc(NC(=O)c2c(-c3ccccc3Cl)noc2C)sc1C,3,-2.8,-3,20,13*,-0.3,1,0,4,111
O=C(OCc1nc2ccsc2c(=O)[nH]1)c1ccccc1,3,-0.4,2,-3,5,-1.8,x,0,0,103
O=C(Nc1n[nH]c(C2CCCCC2)n1)C1CCCCC1,-1,-1.0,1,11,7,-0.2,0,-1,4,102
COc1ccc(-c2cc(C)no2)cc1S(=O)(=O)NCc1cccc(C)c1,-10,-0.1,-3,7,-1,-0.9,-7,-3,-1,x
CCCCNC(=S)NNC(=O)c1nn(C)cc1Cl,5,1.0,2,-9,3,0.2,-2,-8,0,x
COc1ccc(CNCCS(=O)(=O)NCc2ccc(OC)cc2)cc1,1,-1.2,-1,-10,-1,3.2,5,x,1,105
COc1ccc(-c2nc(N)n(C(=O)c3ccco3)n2)cc1,-5,x,-4,-10,-1,0.9,77*,-3,-3,99
Cc1ccc(NCc2nnc3n2CCCCC3)cc1,6,0.2,1,7,5,1.0,-2,-5,2,97
CN(c1ccc(C(=O)NCc2ccc3c(c2)OCO3)cc1)S(=O)(=O)c1ccccc1,4,-0.8,-2,-4,-1,0.5,0,-8,-1,100
O=C(c1cc2cc(Br)ccc2s1)N1CCOCC1,-3,0.4,-2,40,2,0.8,-4,-2,-2,x
CCC1([N+](=O)[O-])COC(c2ccc(C)cc2)OC1 (configuration not stated),6,-0.1,0,-1,-1,-1.7,x,-2,-3,95
O=C(NC1CCCC1)c1ccc(S(=O)(=O)N2CCCC2)cc1,-5,0.8,1,1,0,0.2,1,-4,2,100
Cc1ccccc1C(=O)NCCCCc1ccccc1,-5,-0.4,-3,-3,1,0.6,-1,-2,-6,101
COc1ccc(OC)c(C(=O)c2ccccn2)c1,-9,0.8,-1,-8,-2,1.5,1,22,2,112
O=C(N/N=C/c1ccccn1)c1ccc(Cl)c(Cl)c1,-3,-4.1,2,41,0,0.0,-2,0,-1,x
CCOc1cc(/C=C/C(=O)c2ccc(OC)c(CN3CCOCC3)c2)cc(Br)c1O,-16,0.3,-3,25,-2,-19,-4,1,-40,112
NS(=O)(=O)c1ccc(CCn2c(=S)[nH]c3ccc(F)cc3c2=O)cc1,-8,-1.4,0,6,-2,1.9,8,-1,-7,104
CC(=O)Nc1ccc(OCC(O)Cn2nc(C)c(C)c2C)cc1 (configuration not stated),0,-0.3,-3,41,-4,-0.2,-1,10,0,95
CCCS(=O)(=O)N1CCCC(C(=O)NCCc2ccc(OC)c(OC)c2)C1 (configuration not stated),-12,-1.7,-3,-2,-3,0.0,-2,1,0,102
COc1ccccc1N1CCN(C(=O)c2cc(-c3ccc(Cl)cc3)on2)CC1,-9,0.0,0,4,-2,1.1,-4,-3,-4,110
COC(=O)CCC(=O)N(CCN(C(=O)CCC(=O)OC)c1ccccc1)c1ccccc1,x,0.5,x,-4,-2,-0.8,6,-3,-4,97
COC(=O)C1(Cc2cc(-c3cccnc3)no2)CCN(C(=O)OC(C)(C)C)CC1,0,-3.3,2,16,0,0.9,-5,x,2,106
Cc1c(C(=O)Nc2nc3ccccc3[nH]2)cccc1[N+](=O)[O-],2,-0.5,1,-13,-2,1.5,-3,1,1,98
Cc1c(C(=O)NCc2cccnc2)oc2ccc(S(=O)(=O)N3CCCC(C)C3)cc12 (configuration not stated),-10,0.3,-1,3,4,1.5,-4,1,-4,102
COc1ccc(C2CC(c3ccccc3C)n3nc(N)nc3N2)cc1 (configuration not stated),-2,0.7,1,26,8,-1.0,-1,x,-4,106
COC(=O)c1ccc(/C=N/Nc2nc(C)c(C)s2)cc1,-3,0.9,-1,14,4,2.3,-3,-2,-2,104
CCN(CC)S(=O)(=O)c1ccc(Oc2cccc(C(C)=O)c2)nc1,-8,-0.7,2,12,4,1.2,-2,10,0,105
COc1ccccc1CNS(=O)(=O)c1ccc2c(c1)CC(=O)N2C,-2,-0.4,1,10,-1,-1.1,2,x,0,104
NS(=O)(=O)c1ccc(CCNC(=O)C(=O)c2cn(CC(=O)N3CCOCC3)c3ccccc23)cc1,-1,-0.7,1,0,1,1.0,-6,1,4,111
C=CCSc1ncccc1C(=O)NCCc1ccc(Cl)cc1,0,0.0,-7,-2,-6,4.8,-2,-4,-2,133
CC(=O)N1N=C(c2cccc([N+](=O)[O-])c2)OC1(C)CC(=O)Nc1ccccc1 (configuration not stated),5,1.1,1,5,0,0.8,-2,1,0,98
Cc1cc(C)c(-c2cc(NC(=O)COC(=O)c3ccc(NC(=O)CC#N)cc3)n(-c3ccccc3)n2)cc1C,1,0.3,-5,-6,2,1.6,-2,-2,-10,104
O=C1CC(Cc2ccccc2)C(=O)N1CCc1ccc2c(c1)OCO2 (configuration not stated),4,x,1,2,0,-1.2,-6,-7,-7,109
CC1CCC(C(C)C)C(OCC(O)CN2CCN(Cc3ccccc3)CC2)C1 (configuration not stated),7,-0.1,-5,-3,1,-1.0,0,10,-4,99
COC(=O)c1ccc(-c2ccc(Cl)cc2)nc1C,-6,-0.3,-9,-7,0,0.3,-3,-3,-3,98
O=C(CCN1CCN(Cc2ccccc2)CC1)Nc1cccc(Br)c1,7,-2.4,2,-4,1,x,-4,0,-3,104
COc1cc(/C=C/C(=O)O)cc(S(=O)(=O)N(C)CCO)c1OC,-4,2.2,1,-15,-3,2.1,-1,x,-6,104
Cc1ccc(C)c(S(=O)(=O)N2CCN(CC(=O)NC(=O)NCc3ccccc3)CC2)c1,-5,-0.1,-2,5,0,4.5,-6,-1,-4,96
CCCCN(CC)CCNC(=O)c1cc2c(=O)[nH]c3ccccc3c2n1C,-9,-1.4,2,8,-3,-4.9,-6,15,-5,99
O=C(CSc1ncn[nH]1)Nc1ncc(C(F)(F)F)cc1Cl,-4,x,2,0,1,0.6,-6,1,-2,97
COc1cc(CN(C(=S)NCC(=O)NC2CCCC2)C2CCCC2)cc(OC)c1OC,-1,-2.6,-2,-14,-3,-0.5,-2,-3,3,84
CSc1nc(C)cc(Oc2ccc(OCC(N)=O)nn2)n1,-4,0.6,1,-2,0,-0.9,-2,-4,2,x
COc1ccccc1N1CCN(Cc2ccc(OC)c3ccccc23)CC1,2,-1.8,-3,-7,1,-3.7,-1,x,1,99
O=C(CNc1ccc(Br)cc1)c1ccc(O)cc1,-2,x,-1,2,-2,-1.9,-8,15,-4,106
CONC(=O)C1CCN(C(=O)OCc2ccccc2)CC1,2,-1.4,0,-1,0,-0.2,2,11,-2,96
CC(C)(C)NC(=O)C(c1ccco1)N(Cc1ccc2c(c1)OCO2)C(=O)Cn1nnc2ccccc21 (configuration not stated),-1,-1.0,0,-4,-2,-0.7,2,-1,-3,102
CC(C)C(NC(=O)c1ccc(C(C)(C)C)cc1)C(=O)Nc1ccc(N2CCOCC2)cc1 (configuration not stated),-4,-0.4,-8,31,-3,-0.1,-5,0,-2,106
O=C(CN1C(=O)NC2(CCc3ccccc3C2)C1=O)Nc1ccc(Cl)cc1F (configuration not stated),-2,-1.4,0,20,-5,-0.2,4,1,1,100
COc1ccc(N(Cc2cc3cc(OC)ccc3[nH]c2=O)C(=O)C2CCCO2)cc1 (configuration not stated),3,-1.0,-1,-8,-2,0.0,x,-2,0,x
C=CCNC(=O)c1onc(CSc2ccc(F)cc2)c1C(=O)O,-18,0.1,1,7,7,0.0,-3,x,-1,104
O=C(O)C1CCCN1C(=O)OCC1c2ccccc2-c2ccccc21 (configuration not stated),-5,-0.6,2,-4,-7,0.1,-4,-7,1,109
CCN1CNC(=S)N(C(C)c2ccccc2)C1 (configuration not stated),-9,-1.9,-1,5,-3,-1.6,x,-3,-2,118
Cc1cc2oc3c(c(=O)c2cc1C)C(c1ccc(C(C)C)cc1)N(CCCN1CCOCC1)C3=O (configuration not stated),-5,-1.0,1,3,2,0.5,x,x,-8,108
Cc1nnc(SCCCCSc2nnc(C)c(=O)[nH]2)[nH]c1=O,1,0.0,-2,12,0,2.4,0,-10,3,101
COc1ccc(N2CCN(/C(=N\S(=O)(=O)c3ccccc3)Nc3nc(C)cc(C)n3)CC2)cc1,4,-1.9,-3,25,2,0.1,1,-1,-1,99
CCOc1ccc(NC(=O)CN(C)C(=O)/C=C/c2ccc(S(=O)(=O)N3CCCCCC3)cc2)cc1OCC,4,-3.7,-2,13,-3,1.2,-4,-3,-3,101
Nc1ccc2nc(-c3ccccc3)cnc2c1,-37,-0.8,-12,-5,0,22,x,-23,9,102

# A portion of the results above, for reference:
SMILES,RTF Ca sens inh,CAL PDZ FP-1,DAGLB inh,Arr AP2 block,V-ATPase pH,C-LANA FP,CAL PDZ FP-2,NSD2 inh,Keap1 Nrf2 FP,Pemphigus Ab inh
COc1ccccc1N1CCN(Cc2ccc(OC)c3ccccc23)CC1,2,-1.8,-3,-7,1,-3.7,-1,x,1,99
O=C(CNc1ccc(Br)cc1)c1ccc(O)cc1,-2,x,-1,2,-2,-1.9,-8,15,-4,106
CONC(=O)C1CCN(C(=O)OCc2ccccc2)CC1,2,-1.4,0,-1,0,-0.2,2,11,-2,96
CC(C)(C)NC(=O)C(c1ccco1)N(Cc1ccc2c(c1)OCO2)C(=O)Cn1nnc2ccccc21 (configuration not stated),-1,-1.0,0,-4,-2,-0.7,2,-1,-3,102

# The list continues:
SMILES,RTF Ca sens inh,CAL PDZ FP-1,DAGLB inh,Arr AP2 block,V-ATPase pH,C-LANA FP,CAL PDZ FP-2,NSD2 inh,Keap1 Nrf2 FP,Pemphigus Ab inh
CCOc1ccc(CC(=O)Nc2sc(Cc3ccccc3)c(C)c2C(N)=O)cc1OCC,-3,-0.5,1,-2,-1,0.7,x,4,-5,103
CN1CC2=Cc3ccccc3OC23Oc2ccccc2C=C3C1,-6,-0.1,-2,25,3,0.9,0,4,-11,109
CS(=O)(=O)N(CC(=O)NCc1ccccc1)C1CCCCC1,-11,-4.5,2,2,0,0.0,0,-2,-1,106
CC(=O)c1ccc(N2CCN(C(=O)C3CCN(C(=O)Nc4ccccc4)CC3)CC2)cc1,2,-0.1,-1,-35,1,1.1,x,-1,2,99
CN1C(=O)C(C)(C)c2cc(S(=O)(=O)NCC3CCC(C(=O)NC4CCCCC4)CC3)ccc21 (configuration not stated),-13,-0.5,2,-5,3,-2.0,0,-4,0,x

# Assay outcomes: PubChem BioAssay, several laboratories

# A portion of the library (hit frequency here may not be typical).
